KB-3-1 tox: qHTS assay for MDR1-selective chemotherapeutics: Primary screen using the parental adenocarcinoma cell KB-3-1 | KB-3-1 viability, CellTiter-Glo ATP luminescence, 72 h | Potency, µM (highest dose often 46.1 µM), without a hit: top-dose activity change, negative = cytotoxic, most hits filed as cytotoxic | hit rate 1.4% among 400,000 | AID 1347075, 2019; also: potency is read from the fitted curve at half-maximal effect; % is scaled to controls: 0 for no effect and ±100 for the full control effect; nearly all actives have a fitted effect of over 60% in size
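Cells are dispensed, compounds pinned in, plates held at 37 °C for 72 h, then CellTiter-Glo is added and luminescence read after 10 minutes. Cell line: parental KB-3-1 in phenol-red-free DMEM, 10% FBS.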
SW480 rerep: A quantitative high throughput screen for small molecules that induce DNA re-replication in SW480 colon adenocarcinoma cells | SW480 DNA re-replication, Hoechst DNA content imaging, 48 h | Potency, µM (highest dose often 46.1 µM), for the others: at the highest dose re-replication activation, hits mostly activators | hit rate 1.8% among 340,000; also: potency is read from the fitted curve at half-maximal effect; % of control where 0% means no effect; nearly all actives have a fitted effect of over 55% in size
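Image-based read-out: total Hoechst fluorescence of nuclei (405 nm excitation, 500-530 nm emission), with hits raising the fraction of high-intensity nuclei. SW480 colon cells incubated 48 hr with compounds at 37 C.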
S2 tox: Viability Counterscreen for Primary qHTS for Inhibitors of ATXN expression. S2 cells (HEK-293 line with an ATXN2-luciferase reporter) viability, CellTiter-Fluor protease fluorescence, 24 h. Potency, µM (doses to about 56.7 µM), usual class: cytotoxic. hit rate 0.49% among 400,000. AID 651635, 2014; also: potency is read from the fitted curve at half-maximal effect; nearly all actives have a fitted effect of over 40% in size
KB-V1 cytotox: qHTS assay for MDR1-selective chemotherapeutics: Primary screen using the drug-selected MDR subline cells KB-V1; KB-V1 MDR cells viability, CellTiter-Glo, 72 h; Potency, µM (series often up to 46.1 µM), without a hit: at the highest dose activity change, negative = cytotoxicity, usual class: cytotoxic; hit rate 3.4% among 400,000; also: potency is read from the fitted curve at half-maximal effect; % is scaled to controls: 0 for no effect and ±100 for the full control effect; nearly all actives have a fitted effect of over 60% in size
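Potencies derive from concentration-effect curves fitted to normalized luminescence (CellTiter-Glo) of KB-V1 cells treated for 72 h at 37 degrees C in phenol-red-free DMEM containing 10% FBS.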
MCF10A rerep: A quantitative high throughput screen for small molecules that induce DNA re-replication in MCF 10a normal breast cells; MCF 10A DNA re-replication, Hoechst nuclear intensity, 48 h; Potency, µM (top dose mostly 46.1 µM), for inactives: at the top dose activity, positive = re-replication, usual class: activators; hit rate 2.9% among 350,000; AID 624296, 2012; also: potency is read from the fitted curve at half-maximal effect; % of control where 0% means no effect; nearly all actives have a fitted effect of over 50% in size
HT1080 IDH1KD tx: qHTS for induction of synthetic lethality in tumor cells producing 2HG: qHTS for the HT-1080-IDH1KD cell line | HT-1080 IDH1 knockdown viability, ATP luminescence, 48 h | Potency, µM (top dose mostly 46.1 µM), for the others: at the highest dose activity, negative = toxicity, most hits filed as cytotoxic | hit rate 2% among 360,000;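 also: potency is read from the fitted curve at half-maximal effect; 0% = DMSO wells and -100% = cell-free medium wells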
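IDH1KD HT-1080 cells, 750/well, RPMI + 5% FBS; compound pinned after 2 h settling; 48 h, 37 °C; CellTiter-Glo luminescence; % activity normalised to DMSO and no-cell wells; curves fitted, classed by r2 and efficacy.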
IL-1B inflam inh: qHTS for Inhibitors of Inflammasome Signaling: IL-1-beta AlphaLISA Primary Screen; hit rate 4.7% among 360,000; AID 743279, 2014; THP-1 LPS/ATP IL-1B secretion, AlphaLISA, 16 h; active compounds read low; activity change, % at 57.5 µM; in the data active = activity change below about -50%; inconclusive = mostly about -30% to -49%; also: % is scaled to controls: 0 for no effect and ±100 for the full control effect
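Secreted IL-1B measured by AlphaLISA bead assay after 16 h compound exposure of THP-1 cells; compounds (final up to 57.5 uM) added 1 h before LPS (250 ng/mL) and ATP (1.25 mM) stimulation; lower signal means less secretion.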
ATXN2 expr inh: Primary qHTS for Inhibitors of ATXN expression. HEK-293 ATXN2-luciferase reporter, luminescence, 24 h. Potency, µM (top dose mostly 57 µM), without a hit: at the top dose activity change, negative = inhibition, most hits filed as inhibitors. hit rate 0.72% among 360,000; also: potency is read from the fitted curve at half-maximal effect; % is scaled to controls: 0 for no effect and ±100 for the full control effect; nearly all actives have a fitted effect of over 55% in size
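ATXN2-luciferase reporter cells (luciferase flanked by upstream and downstream ATXN2 gene portions) were treated 24 h at 37 °C with compounds at up to 57 uM. SteadyGlo luminescence gave expression; GF-AFC fluorescence gave viability.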
HT1080-NT tox: qHTS for induction of synthetic lethality in tumor cells producing 2HG: qHTS for the HT-1080-NT fibrosarcoma cell line; HT-1080-NT fibrosarcoma viability, CellTiter-Glo ATP luminescence, 48 h; Potency, µM (top dose mostly 46.1 µM), inactives show at the top dose activity, negative = less viability, hits mostly cytotoxic; hit rate 1.6% among 360,000; AID 686970, 2013;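 also: NT is the 2HG producing partner of a matched IDH1 knockdown line; potency is read from the fitted curve at half-maximal effect; 0% = DMSO-treated cells and -100% = media-only wells without cells; nearly all actives have a fitted effect of over 55% in size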
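Luminescent CellTiter-Glo readout after 48 hours of compound exposure at 37 degrees C defined viability of HT-1080-NT cells. Activity was normalized to DMSO wells and cell-free media wells; concentration-response curves were fitted and assigned curve classes.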
An asterisk follows results filed as active; [ ] = remark or other dose. Unless noted, calls follow the shape of the dose curve; as a rule, active = well fitted curve in the direction sought with a large enough effect; inconclusive = small, poorly fitted or top-dose-only effect, or another doubt; inactive = no such curve, though single readings can be large; an effect the other way counts as inactive or inconclusive.

O=C(CC12CC3CC(CC(C3)C1)C2)NCc1ccc(F)cc1 was read as KB-3-1 tox -3%, SW480 rerep -7%, S2 tox inactive, KB-V1 cytotox 23%, MCF10A rerep 0%, HT1080 IDH1KD tx -5%, IL-1B inflam inh -9, ATXN2 expr inh -12% and HT1080-NT tox -3%.
O=C(NCCc1cn2ccsc2n1)C1CCCCC1 was read as KB-3-1 tox 17%, SW480 rerep -5%, S2 tox inactive, KB-V1 cytotox 16%, MCF10A rerep 5%, HT1080 IDH1KD tx 1%, IL-1B inflam inh 6, ATXN2 expr inh 15% and HT1080-NT tox 6%.
For Cc1ccc(NS(=O)(=O)c2ccc3[nH]c(=O)[nH]c3c2)c(C)c1 the results were KB-3-1 tox 5%, SW480 rerep -1%, S2 tox inactive, KB-V1 cytotox -8%, MCF10A rerep 0%, HT1080 IDH1KD tx 0%, IL-1B inflam inh 13, ATXN2 expr inh 10% and HT1080-NT tox -21%.
For Cc1ccc(S(=O)(=O)Nc2ccccc2CNc2ncc(Br)cc2Br)cc1 the results were KB-3-1 tox inconclusive, SW480 rerep inconclusive, S2 tox inactive, KB-V1 cytotox 2.9µM*, MCF10A rerep -3%, HT1080 IDH1KD tx -9%, IL-1B inflam inh -3, ATXN2 expr inh -19% and HT1080-NT tox -13%.
For CCCN(CC(=O)Nc1ccccc1C)C(=O)c1ccc(-c2ccc(C(C)=O)cc2)o1 the results were KB-3-1 tox 15%, SW480 rerep -1%, S2 tox inactive, KB-V1 cytotox inconclusive, MCF10A rerep 11%, HT1080 IDH1KD tx 2%, IL-1B inflam inh 0, ATXN2 expr inh 10% and HT1080-NT tox -2%.
`CCC1NC(=S)NC(C)=C1C(=O)c1ccccc1` (stereo not drawn) gave KB-3-1 tox 5%, SW480 rerep -11%, S2 tox inactive, KB-V1 cytotox 5%, MCF10A rerep -1%, HT1080 IDH1KD tx 3%, IL-1B inflam inh -14, ATXN2 expr inh -5%[11.3 µM] and HT1080-NT tox -1%.
For O=C(CSc1ncccn1)NN=C1CCCCCCC1 the results were KB-3-1 tox 11%, SW480 rerep -2%, S2 tox inactive, KB-V1 cytotox 17%, MCF10A rerep -1%, HT1080 IDH1KD tx 14%, IL-1B inflam inh 18, ATXN2 expr inh 7% and HT1080-NT tox 14%.
`COc1ccc(CCC(=O)N2CCN(S(=O)(=O)c3ccc(OC)c([N+](=O)[O-])c3)CC2)cc1` gave KB-3-1 tox -15%, S2 tox inactive, KB-V1 cytotox 4%, HT1080 IDH1KD tx -2%, IL-1B inflam inh 3 and HT1080-NT tox 2%.
`CCc1[nH]nc2c1C1(CCOC1C)C(C#N)=C(N)O2` (stereo not drawn) gave KB-3-1 tox 14%, SW480 rerep -6%, S2 tox inactive, KB-V1 cytotox 17%, MCF10A rerep 1%, HT1080 IDH1KD tx 10%, IL-1B inflam inh 18, ATXN2 expr inh 0% and HT1080-NT tox 17%.
`CCCC(=O)Nc1cc2nn(-c3ccccc3)nc2cc1C` gave KB-3-1 tox 11%, S2 tox inactive, KB-V1 cytotox 10% and ATXN2 expr inh 77%[activator].
`COC(=O)C1=C(C)NC=C([N+](=O)[O-])C1c1ccc(OC)cc1` (stereo not drawn) gave KB-3-1 tox 19%, SW480 rerep -2%, S2 tox inactive, KB-V1 cytotox -2%, MCF10A rerep 19%, HT1080 IDH1KD tx -3%, IL-1B inflam inh 12, ATXN2 expr inh 2% and HT1080-NT tox 3%.
`CC[C@]12c3[nH]c4ccccc4c3CCN1C(=O)C(CC(=O)NCc1ccco1)C[C@@H]2C(=O)N1CCN(C(=O)c2ccco2)CC1` (stereo partly drawn) gave KB-3-1 tox 0%, SW480 rerep 13%, S2 tox inactive, KB-V1 cytotox 0%, MCF10A rerep 1%, HT1080 IDH1KD tx 7%, IL-1B inflam inh 23, ATXN2 expr inh 1% and HT1080-NT tox 6%.
For Cc1cccc(NC(=O)c2ccc3nc(N4CCOCC4)sc3c2)c1C the results were KB-3-1 tox -1%, SW480 rerep -2%, S2 tox inactive, KB-V1 cytotox 8%, MCF10A rerep -1%, HT1080 IDH1KD tx 2%, IL-1B inflam inh -14, ATXN2 expr inh -4% and HT1080-NT tox -2%.
`Cc1ccc2sc(N(CCCN(C)C)C(=O)c3ccc(Br)s3)nc2c1C` gave KB-3-1 tox inconclusive, SW480 rerep -63%[inhibitor], KB-V1 cytotox inconclusive, MCF10A rerep 13µM*, HT1080 IDH1KD tx 13µM*, IL-1B inflam inh -101*, ATXN2 expr inh 20µM* and HT1080-NT tox 21µM*.
For O=C(O)c1cccc2c1C(=O)N(c1ccc3c(c1)Cc1ccccc1-3)C2=O the results were KB-3-1 tox 6%, SW480 rerep 4%, S2 tox inactive, KB-V1 cytotox 10%, MCF10A rerep -1%, HT1080 IDH1KD tx 12%, IL-1B inflam inh 8, ATXN2 expr inh 3% and HT1080-NT tox 12%.
For COc1cccc(O)c1CN1CCC(C(=O)Nc2ccc(Oc3cccnc3)cc2)CC1 the results were SW480 rerep 6%, S2 tox inactive, MCF10A rerep 16%, HT1080 IDH1KD tx -29%, IL-1B inflam inh 5, ATXN2 expr inh -21% and HT1080-NT tox -15%.
Screening CCN(CC)CCN1C(=O)c2oc3ccccc3c(=O)c2C1c1ccc(F)cc1 (stereo not drawn) returned KB-3-1 tox 0%, SW480 rerep -11%, S2 tox inconclusive, KB-V1 cytotox -5%, MCF10A rerep -6%, HT1080 IDH1KD tx 22%, IL-1B inflam inh -10, ATXN2 expr inh 1% and HT1080-NT tox 13%.
For O=c1[nH]c2ccc(S(=O)(=O)NCCO)cc2[nH]1 the results were KB-3-1 tox 0%, SW480 rerep 5%, S2 tox inactive, KB-V1 cytotox -8%, MCF10A rerep 5%, HT1080 IDH1KD tx 0%, IL-1B inflam inh -3, ATXN2 expr inh -11% and HT1080-NT tox 5%.
`Cc1c(O)ccc(C(=O)CN2CCN(Cc3ccccc3)CC2)c1O` gave KB-3-1 tox 0%, SW480 rerep 3%, S2 tox inactive, KB-V1 cytotox -22%, MCF10A rerep -3%, HT1080 IDH1KD tx 0%, IL-1B inflam inh 3 and HT1080-NT tox -1%.
Screening C#CCOc1nc(OCC#C)nc(OCC#C)n1 returned KB-3-1 tox -4%, SW480 rerep 1%, S2 tox inactive, KB-V1 cytotox 0%, MCF10A rerep -7%, HT1080 IDH1KD tx -1%, IL-1B inflam inh -13, ATXN2 expr inh -7% and HT1080-NT tox 2%.
`Cc1ccc(Cc2c(-c3ccccc3)nc3ccc(Cl)cn23)cc1` gave KB-3-1 tox -8%, S2 tox inconclusive, KB-V1 cytotox inconclusive, HT1080 IDH1KD tx -2%, IL-1B inflam inh 1, ATXN2 expr inh -4% and HT1080-NT tox 0%.
COc1ccccc1/C=C/C=N/n1c(-c2ccco2)n[nH]c1=S was read as KB-3-1 tox 1%, SW480 rerep -129%[inhibitor], S2 tox inactive, KB-V1 cytotox 2%, MCF10A rerep -8%, HT1080 IDH1KD tx -2%, IL-1B inflam inh 46, ATXN2 expr inh -6% and HT1080-NT tox -26%.
CCOC(=O)COc1ccc([N+](=O)[O-])cc1-c1ccnc2cc(-c3ccc(C)cc3)nn12 was read as KB-3-1 tox 7%, S2 tox inactive, KB-V1 cytotox 0% and ATXN2 expr inh -1%.
For COc1ccc(C=NNc2ccc(S(=O)(=O)Nc3ccccc3C(=O)O)cc2[N+](=O)[O-])c(OC)c1 the results were KB-3-1 tox -2%, SW480 rerep -11%, S2 tox inconclusive, KB-V1 cytotox 2%, MCF10A rerep -17%, HT1080 IDH1KD tx 0%, IL-1B inflam inh 4 and HT1080-NT tox -5%.
COc1cccc2cc(C(=O)NCC3CCCO3)c(=O)oc12 (stereo not drawn) was read as KB-3-1 tox 5%, SW480 rerep -10%, S2 tox inactive, KB-V1 cytotox 8%, MCF10A rerep -2%, HT1080 IDH1KD tx 22%, IL-1B inflam inh -19, ATXN2 expr inh 14% and HT1080-NT tox 11%.
`Oc1[nH]c2c(Cl)cc(Cl)cc2c1N=NC(=S)NCC1CCCO1` (stereo not drawn) gave KB-3-1 tox 5.8µM*, SW480 rerep 3%, S2 tox inconclusive, KB-V1 cytotox inconclusive, MCF10A rerep 17%, HT1080 IDH1KD tx -15%, IL-1B inflam inh 53, ATXN2 expr inh 21µM* and HT1080-NT tox -8%.
Cc1[nH]nc2c1C(c1ccsc1)C(C#N)=C(N)O2 (stereo not drawn) was read as KB-3-1 tox 8%, SW480 rerep 0%, S2 tox inactive, KB-V1 cytotox -1%, MCF10A rerep -1%, HT1080 IDH1KD tx -1%, IL-1B inflam inh -10, ATXN2 expr inh -2% and HT1080-NT tox 6%.

Some of these compounds in order of length of the SMILES, lowest first.
COc1ccccc1/C=C/C=N/n1c(-c2ccco2)n[nH]c1=S was read as KB-3-1 tox 1%, SW480 rerep -129%[inhibitor], S2 tox inactive, KB-V1 cytotox 2%, MCF10A rerep -8%, HT1080 IDH1KD tx -2%, IL-1B inflam inh 46, ATXN2 expr inh -6% and HT1080-NT tox -26%.
`Oc1[nH]c2c(Cl)cc(Cl)cc2c1N=NC(=S)NCC1CCCO1` (stereo not drawn) gave KB-3-1 tox 5.8µM*, SW480 rerep 3%, S2 tox inconclusive, KB-V1 cytotox inconclusive, MCF10A rerep 17%, HT1080 IDH1KD tx -15%, IL-1B inflam inh 53, ATXN2 expr inh 21µM* and HT1080-NT tox -8%.
`Cc1ccc2sc(N(CCCN(C)C)C(=O)c3ccc(Br)s3)nc2c1C` gave KB-3-1 tox inconclusive, SW480 rerep -63%[inhibitor], KB-V1 cytotox inconclusive, MCF10A rerep 13µM*, HT1080 IDH1KD tx 13µM*, IL-1B inflam inh -101*, ATXN2 expr inh 20µM* and HT1080-NT tox 21µM*.
